From PubChem BioAssay
CSN inh: CSN deneddylation inhibition. Q92905. Purified CSN, SCF-Nedd8-OG deneddylation, fluorescence polarization. inhibition, % at 12.5 µM. hit rate 0.38% among 360,000. AID 651999;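 active means pattern-corrected inhibition above about 35%, with an unprinted fluorescence ratio check between 0.5 and 1.5, limit read from the data, passing the limit was not always enough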;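 further: 0% = enzyme with substrate and 100% = substrate without enzyme; some results filed as inactive read as strong as hits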
Target sequence (Q92905 whole entry, looked up, one chain of several): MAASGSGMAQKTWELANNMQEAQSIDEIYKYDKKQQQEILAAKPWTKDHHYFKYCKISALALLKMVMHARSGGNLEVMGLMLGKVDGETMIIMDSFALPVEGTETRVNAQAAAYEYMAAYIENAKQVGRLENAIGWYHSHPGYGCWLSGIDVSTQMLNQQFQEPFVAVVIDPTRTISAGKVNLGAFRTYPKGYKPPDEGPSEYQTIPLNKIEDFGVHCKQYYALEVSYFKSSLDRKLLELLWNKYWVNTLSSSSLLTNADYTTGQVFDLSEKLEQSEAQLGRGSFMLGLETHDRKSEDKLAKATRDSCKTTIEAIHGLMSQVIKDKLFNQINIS
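Assay system: purified human Csn5 enzyme expressed in HEK293T cells; measure: % inhibition; also added: SCFSkp2-Nedd8OG substrate at 10 nM final; technique: fluorescence polarization; times: reaction 90 min, room temperature; medium: Tris buffer pH 7.5, NaCl, DTT, Tween-20, trehalose, ovalbumin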
Rpn11 block: blocks the human proteasome subunit Rpn11; O00487; human 26S proteasome, Ub4-pepOG fluorescence polarization; 20S core pre-blocked with epoxomicin; calls only at 20 µM; hit rate 0.59% among 360,000; AID 588493;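 active means inhibition at 20 µM, scaled to each plate's controls, above about 33%, limit read from the data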
Neddylation inh: inhibitors of human cullin neddylation; P61081+Q13564; calls only at 25 µM; hit rate 0.58% among 360,000; TR-FRET cullin neddylation, biochemical; AID 651699; in the data active means inhibition above about 36%
SUMO1-SIM PPI: alters human SUMO1 binding to SIM partners | P63165 | hit rate 0.33% among 360,000 | inhibition, % at 20 µM | SUMO1 binding to a labelled peptide, TR-FRET, 1 h; in the data active means inhibition above about 37%
DNMT1 inh: inhibitors of human DNMT1. AID 588458. P26358. DNMT1 molecular beacon, Hinp1I cleavage, fluorescence. hit rate 0.83% among 360,000. inhibition (reported as % activation of signal), % at 10 µM; in the data active means inhibition above about 50%
STEP inh: STEP (human) phosphatase inhibition. P54829. recombinant STEP, OMFP fluorogenic substrate, fluorescence. inhibition, % at 20 µM. hit rate 0.25% among 360,000. AID 588621;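 active means inhibition at 20 µM, scaled per plate between control wells, above about 37%, limit read from the data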;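 further: 0% = DMSO with enzyme and substrate and 100% = substrate only without enzyme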
Target sequence (P54829 whole entry, looked up): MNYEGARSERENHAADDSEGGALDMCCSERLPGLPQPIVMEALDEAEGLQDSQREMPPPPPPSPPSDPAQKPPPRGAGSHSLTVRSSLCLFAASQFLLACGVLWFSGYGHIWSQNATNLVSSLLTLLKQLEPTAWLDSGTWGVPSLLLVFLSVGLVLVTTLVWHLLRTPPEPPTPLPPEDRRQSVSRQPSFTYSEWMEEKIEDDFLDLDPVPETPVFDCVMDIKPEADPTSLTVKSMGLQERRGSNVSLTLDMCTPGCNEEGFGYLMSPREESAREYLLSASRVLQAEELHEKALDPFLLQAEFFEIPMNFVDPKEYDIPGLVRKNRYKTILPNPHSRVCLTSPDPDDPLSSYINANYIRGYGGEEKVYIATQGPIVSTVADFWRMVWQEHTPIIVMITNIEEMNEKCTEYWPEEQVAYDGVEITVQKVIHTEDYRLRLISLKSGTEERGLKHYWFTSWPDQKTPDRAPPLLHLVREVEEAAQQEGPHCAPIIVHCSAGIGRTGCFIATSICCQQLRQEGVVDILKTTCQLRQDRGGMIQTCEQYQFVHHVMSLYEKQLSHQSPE
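medium = Bis-Tris buffer pH 6.0, 2.5 mM DTT, 0.005% Tween 20 | test system = STEP (striatal-enriched tyrosine phosphatase) enzyme, cell-free | measure = normalized % inhibition | compound dosing = 20 µM, 1% DMSO | also added = 25 µM OMFP | schedule = reaction 20 min, ambient temperature | measured by = fluorescence read at 480 nm ex / 540 nm em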
LMPTP inh: LMPTP (human) inhibition; recombinant LMPTP-A, OMFP fluorogenic substrate, fluorescence intensity; P24666; hit rate 0.22% among 360,000; inhibition, % at 20 µM;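 active means compounds that cut the enzyme signal by at least half of the control window in the single-dose screen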;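 further: plate controls were DMSO wells with enzyme plus substrate for no effect and substrate without enzyme for full effect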
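test system = LMPTP-A | amount = 0.625 nM LMPTP-A final | reagent = fluorogenic phosphatase substrate OMFP at 400 µM final | incubation = 50 min at room temperature | benchmarks = no-enzyme low control, uninhibited high control | medium = Bis-Tris pH 6.0, DTT, detergent | signal = fluorescence intensity of OMFP turnover product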
NadD block: blocks S. aureus nicotinate mononucleotide adenylyltransferase. purified NadD enzyme, colorimetric absorbance read-out. hit rate 0.78% among 360,000. inhibition, % at 20 µM; in the data active means inhibition above about 26%; further: some compounds past the cut are filed as inactive
Scp-1 inhibitor: blocks human Scp-1 phosphatase activity | hit rate 0.88% among 340,000 | AID 493091 | inhibition, % at 20 µM | Recombinant Scp1, phosphopeptide, malachite green phosphate absorbance;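 active means inhibition above about 50% at 20 µM, limit read from the data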;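 further: plate controls were DMSO wells with enzyme for no effect and wells lacking enzyme for full effect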
Target sequence (Q9GZU7 76-261 limits assumed): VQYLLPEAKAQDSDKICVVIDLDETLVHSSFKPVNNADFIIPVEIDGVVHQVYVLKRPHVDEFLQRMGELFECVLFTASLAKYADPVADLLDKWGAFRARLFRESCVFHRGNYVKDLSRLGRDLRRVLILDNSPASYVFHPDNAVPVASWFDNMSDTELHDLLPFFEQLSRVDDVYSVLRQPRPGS
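Assay system: SCP-1 catalytic fragment, aa 76-261 | Buffer or medium: Tris acetate buffer pH 5.5 with MgCl2 and Tween-20 | Compound: One concentration, 20 µM, with 1.0% DMSO | Also added: Phospho 17-mer peptide substrate | Signal: Absorbance at 630 nm | Incubation: 45 min enzyme reaction at room temperature | Measure: % inhibition of SCP-1 phosphate liberation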
Rin1 Abl inh: human Rin1-Abl interaction inhibition. P00519+Q13671. TR-FRET Rin1/Abl binding, biochemical. hit rate 0.4% among 360,000. inhibition, % at 7.35 µM; in the data active means inhibition above about 5%, passing the limit was not always enough
* = called active by the depositor.

Results for CSc1ncccc1C(=O)NC(C)CCc1ccccc1 (stereo not drawn) ?
CSN inh: 4; Rpn11 block: inactive; Neddylation inh: inactive; SUMO1-SIM PPI: -1; DNMT1 inh: 3; STEP inh: 0; LMPTP inh: 1.2; NadD block: 5; Scp-1 inhibitor: -1; Rin1 Abl inh: 0

Results for CCc1nc(SCC(=O)Nc2ccc(OC)cc2[N+](=O)[O-])n[nH]1 ?
CSN inh: 0; Rpn11 block: inactive; Neddylation inh: inactive; SUMO1-SIM PPI: -29; DNMT1 inh: -3; STEP inh: -4; LMPTP inh: -0.9; NadD block: -6; Scp-1 inhibitor: -5; Rin1 Abl inh: -3

Results for COc1ccc(S(=O)(=O)NC2CCCCC2)cc1C ?
CSN inh: 2; Rpn11 block: inactive; Neddylation inh: inactive; SUMO1-SIM PPI: 1; DNMT1 inh: 0; STEP inh: -3; LMPTP inh: -1.4; NadD block: -5; Scp-1 inhibitor: 5; Rin1 Abl inh: -2

What do the screens show for `Cc1ccc(C(=O)NCc2ccc3c(c2)OCO3)cc1S(=O)(=O)N1CCCCC1`?
CSN inh: 0; Rpn11 block: inactive; Neddylation inh: inactive; SUMO1-SIM PPI: -4; DNMT1 inh: -3; STEP inh: -2; LMPTP inh: 0.6; NadD block: -5; Scp-1 inhibitor: -4; Rin1 Abl inh: 0

What do the screens show for `Cc1cccc(C(=O)NCc2nnc(SCc3ccc(F)cc3)n2C)c1`?
CSN inh: 4; Rpn11 block: inactive; Neddylation inh: inactive; SUMO1-SIM PPI: -2; DNMT1 inh: -1; STEP inh: 2; LMPTP inh: 0.2; NadD block: 0; Scp-1 inhibitor: -5; Rin1 Abl inh: 0

What do the screens show for `Cc1cccc(C)c1NC(=S)N=Nc1c(O)n(C)c2ccc(S(=O)(=O)N3CCOCC3)cc12`?
CSN inh: -14; Rpn11 block: inactive; Neddylation inh: inactive; SUMO1-SIM PPI: -15; DNMT1 inh: -10; STEP inh: 5; LMPTP inh: 0.8; NadD block: 15; Scp-1 inhibitor: -4; Rin1 Abl inh: -2

Results for O=C(NNc1cc(Cl)ccc1Cl)c1cccnc1Cl ?
CSN inh: -4; Rpn11 block: inactive; Neddylation inh: inactive; SUMO1-SIM PPI: 1; DNMT1 inh: 2; STEP inh: -3; LMPTP inh: 0.8; NadD block: 0; Scp-1 inhibitor: -4; Rin1 Abl inh: 1

Results for CCc1ccc(C2=NN(c3ccc(S(N)(=O)=O)cc3)C(c3ccc(F)cc3)C2)cc1 (stereo not drawn) ?
CSN inh: 1; Rpn11 block: inactive; SUMO1-SIM PPI: -1; DNMT1 inh: -18; STEP inh: 3; LMPTP inh: 3.0; NadD block: 28; Scp-1 inhibitor: -4; Rin1 Abl inh: 3

How did Cc1ccc(NC(=O)c2nc(S(=O)(=O)Cc3ccccc3)ncc2Cl)cc1 do in these assays?
CSN inh: -3; Rpn11 block: inactive; Neddylation inh: inactive; SUMO1-SIM PPI: -7; DNMT1 inh: 1; STEP inh: 0; LMPTP inh: -1.1; NadD block: -7; Scp-1 inhibitor: -8; Rin1 Abl inh: 0

What do the screens show for `Fc1ccc(CSc2nnc(-c3cnccn3)n2Cc2ccco2)cc1`?
CSN inh: 3; Rpn11 block: inactive; Neddylation inh: inactive; SUMO1-SIM PPI: 3; DNMT1 inh: 4; STEP inh: 2; LMPTP inh: 1.6; NadD block: -6; Scp-1 inhibitor: -4; Rin1 Abl inh: -2

Results for O=C(c1cn(-c2ccccc2)nc1-c1ccc(F)cc1)N1CCCCC1 ?
CSN inh: -1; Rpn11 block: inactive; Neddylation inh: inactive; SUMO1-SIM PPI: -2; DNMT1 inh: -3; STEP inh: 0; LMPTP inh: -0.8; NadD block: -1; Scp-1 inhibitor: -10; Rin1 Abl inh: -1

How did COc1cc(S(=O)(=O)NCc2ccncc2)c(OC)cc1Cl do in these assays?
CSN inh: 5; Rpn11 block: inactive; Neddylation inh: inactive; SUMO1-SIM PPI: 2; DNMT1 inh: -1; STEP inh: 0; LMPTP inh: 0.2; NadD block: 5; Scp-1 inhibitor: 1; Rin1 Abl inh: 4

Results for Nc1nc(SCC(=O)N2CCCCC2)[nH]c(=O)c1NC(=O)c1ccccc1F ?
CSN inh: 3; Rpn11 block: inactive; Neddylation inh: inactive; SUMO1-SIM PPI: 10; DNMT1 inh: 3; STEP inh: 0; LMPTP inh: 0.6; NadD block: -4; Scp-1 inhibitor: -5; Rin1 Abl inh: 0

What do the screens show for `COc1cc(/C=N/NC(=O)C2COc3ccccc3O2)cc(OC)c1OC` (stereo not drawn)?
CSN inh: -8; Rpn11 block: inactive; Neddylation inh: inactive; SUMO1-SIM PPI: -7; DNMT1 inh: -1; STEP inh: 0; LMPTP inh: 0.3; NadD block: -3; Scp-1 inhibitor: -5; Rin1 Abl inh: -3

What do the screens show for `CCCCNC(=O)Cc1ccc(Br)cc1`?
CSN inh: -6; Rpn11 block: inactive; Neddylation inh: inactive; SUMO1-SIM PPI: -4; DNMT1 inh: 0; STEP inh: 1; LMPTP inh: 0.5; NadD block: -6; Scp-1 inhibitor: -8; Rin1 Abl inh: -2

4 records picked at random from those above, as already listed:
What do the screens show for `Cc1ccc(C(=O)NCc2ccc3c(c2)OCO3)cc1S(=O)(=O)N1CCCCC1`?
CSN inh: 0; Rpn11 block: inactive; Neddylation inh: inactive; SUMO1-SIM PPI: -4; DNMT1 inh: -3; STEP inh: -2; LMPTP inh: 0.6; NadD block: -5; Scp-1 inhibitor: -4; Rin1 Abl inh: 0

Results for CCc1nc(SCC(=O)Nc2ccc(OC)cc2[N+](=O)[O-])n[nH]1 ?
CSN inh: 0; Rpn11 block: inactive; Neddylation inh: inactive; SUMO1-SIM PPI: -29; DNMT1 inh: -3; STEP inh: -4; LMPTP inh: -0.9; NadD block: -6; Scp-1 inhibitor: -5; Rin1 Abl inh: -3

Results for Nc1nc(SCC(=O)N2CCCCC2)[nH]c(=O)c1NC(=O)c1ccccc1F ?
CSN inh: 3; Rpn11 block: inactive; Neddylation inh: inactive; SUMO1-SIM PPI: 10; DNMT1 inh: 3; STEP inh: 0; LMPTP inh: 0.6; NadD block: -4; Scp-1 inhibitor: -5; Rin1 Abl inh: 0

What do the screens show for `Cc1cccc(C(=O)NCc2nnc(SCc3ccc(F)cc3)n2C)c1`?
CSN inh: 4; Rpn11 block: inactive; Neddylation inh: inactive; SUMO1-SIM PPI: -2; DNMT1 inh: -1; STEP inh: 2; LMPTP inh: 0.2; NadD block: 0; Scp-1 inhibitor: -5; Rin1 Abl inh: 0

The list continues.
Results for O=C(Nc1ccc(N2CCN(C(=O)c3ccccc3)CC2)cc1)c1ccc(Br)o1 ?
CSN inh: -4; Rpn11 block: inactive; Neddylation inh: inactive; SUMO1-SIM PPI: 5; DNMT1 inh: -4; STEP inh: 9; LMPTP inh: -1.3; NadD block: 6; Scp-1 inhibitor: -2; Rin1 Abl inh: 0

Results for O=C(COC(=O)c1c(F)cccc1F)Nc1ccc(N2CCCCC2)cc1 ?
CSN inh: 3; Rpn11 block: inactive; Neddylation inh: inactive; SUMO1-SIM PPI: -2; DNMT1 inh: -8; STEP inh: -2; LMPTP inh: 2.0; NadD block: 5; Scp-1 inhibitor: -10; Rin1 Abl inh: 0

Results for CCCCN(C=O)c1c(CC)nc2c(OCCOc3ccccc3)cccn12 ?
CSN inh: -2; Rpn11 block: inactive; Neddylation inh: inactive; SUMO1-SIM PPI: -2; DNMT1 inh: -2; STEP inh: 2; LMPTP inh: 2.6; NadD block: 9; Rin1 Abl inh: 0

What do the screens show for `O=C(COC(=O)c1ccc2ccccc2c1O)NCc1ccccc1`?
CSN inh: -1; Rpn11 block: inactive; Neddylation inh: inactive; SUMO1-SIM PPI: -4; DNMT1 inh: 13; STEP inh: 0; LMPTP inh: -0.6; NadD block: -8; Scp-1 inhibitor: 0; Rin1 Abl inh: -2

Results for Cc1ccc(C2(C)NC(=O)N(CC(=O)N3CCN(S(=O)(=O)c4ccc(Cl)s4)CC3)C2=O)cc1 (stereo not drawn) ?
CSN inh: 1; Rpn11 block: inactive; Neddylation inh: inactive; SUMO1-SIM PPI: 1; DNMT1 inh: -1; STEP inh: 3; LMPTP inh: 0.4; NadD block: 7; Scp-1 inhibitor: -1; Rin1 Abl inh: -3

How did CCOC(=O)c1csc(CCNC(=O)c2ccccc2)n1 do in these assays?
CSN inh: -6; Rpn11 block: inactive; Neddylation inh: inactive; SUMO1-SIM PPI: 3; DNMT1 inh: 6; STEP inh: 1; LMPTP inh: -1.0; NadD block: -1; Rin1 Abl inh: 3

How did CC(=O)Nc1ccc(NC(=O)c2ccc(S(=O)(=O)N(C)c3ccccc3)cc2)cc1 do in these assays?
CSN inh: -5; Rpn11 block: inactive; Neddylation inh: inactive; SUMO1-SIM PPI: 0; DNMT1 inh: -1; STEP inh: -1; LMPTP inh: -0.4; NadD block: -1; Scp-1 inhibitor: -10; Rin1 Abl inh: 4

Results for COC(=O)c1cc(Cl)cc2c(CCO)c[nH]c12 ?
CSN inh: -2; Rpn11 block: inactive; Neddylation inh: inactive; SUMO1-SIM PPI: -1; DNMT1 inh: 4; STEP inh: -2; LMPTP inh: -0.1; NadD block: 0; Scp-1 inhibitor: -11; Rin1 Abl inh: 1

What do the screens show for `NC(=O)C1(N2CCCCC2)CCN(C(=O)c2ccccc2)CC1`?
CSN inh: -2; Rpn11 block: inactive; Neddylation inh: inactive; SUMO1-SIM PPI: -7; DNMT1 inh: -1; STEP inh: 0; LMPTP inh: -1.1; NadD block: -5; Scp-1 inhibitor: -7; Rin1 Abl inh: 0

What do the screens show for `CC(=O)c1cccc(NC(=O)Nc2ccc(C(=O)N3CCOCC3)cc2)c1`?
CSN inh: 0; Rpn11 block: inactive; Neddylation inh: inactive; SUMO1-SIM PPI: 3; DNMT1 inh: 1; STEP inh: 1; LMPTP inh: -0.5; NadD block: -1; Scp-1 inhibitor: -4; Rin1 Abl inh: 4

How did CCOC(=O)C1(C)CCCN(C(=O)c2ccc3c(c2)CCO3)C1 (stereo not drawn) do in these assays?
CSN inh: -3; Rpn11 block: inactive; Neddylation inh: inactive; SUMO1-SIM PPI: 24; DNMT1 inh: 1; STEP inh: -1; LMPTP inh: -0.1; NadD block: -1; Rin1 Abl inh: -2

Results for CSc1ccccc1NC(=O)CCc1ccccc1 ?
CSN inh: 0; Rpn11 block: inactive; Neddylation inh: inactive; SUMO1-SIM PPI: -7; DNMT1 inh: 2; STEP inh: -2; LMPTP inh: 0.7; NadD block: 0; Scp-1 inhibitor: 7; Rin1 Abl inh: 1

What do the screens show for `CCc1nnc(SCC(=O)Nc2nnc(C)s2)n1CC1CCCO1` (stereo not drawn)?
CSN inh: 4; Rpn11 block: inactive; Neddylation inh: inactive; SUMO1-SIM PPI: 3; DNMT1 inh: 1; STEP inh: 1; LMPTP inh: 0.0; NadD block: 0; Scp-1 inhibitor: -8; Rin1 Abl inh: 0
